Autophagy mod = autophagy modulation, high-content screen; MEF GFP-LC3 puncta imaging; test concentration mostly 10 µM; calls only at 10 µM (by protocol); 0.98% of 190,000 active;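 active means percentage of spot-positive cells more than 3 SD above its plate mean, without a fluorescence outlier flag or 80% toxicity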;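 further: spot-positive cell cutoff set from DMSO-treated cells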
MT stabilizer = microtubule stabilizers in HeLa cells; % tubulin-high responders, % at 10 µM; HeLa tubulin immunostaining HCS, 24 h; share of cells brighter than vehicle mean+2SD; 0.83% of 200,000 active;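 active means plate Z-score above 3 for both tubulin-high and condensed-nucleus cell shares, with cell loss under 80%, at 10 µM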;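 further: anti alpha tubulin signal scored within the nucleus-defined area of each cell; some results filed as inactive read as strong as hits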
b-catenin transl = modulators of beta-catenin nuclear translocation. HeLa beta-catenin nuclear translocation, immunofluorescence imaging. nuclear translocation activity, % at 5 µM. 0.3% of 190,000 active. AID 1665;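 active means nuclear translocation activity above 50% at 5 µM, with a well cell count of 50 or more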;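 further: per-cell ratio of nuclear to cytoplasmic median beta-catenin stain intensity; plate controls were DMSO negative control for no effect and GSK-3 inhibitor IX positive control for full effect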
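Test system: human HeLa cell line; Doses: 5 µM primary, 0.02–20 µM confirmation; Incubation: 24 h compound exposure, 37°C; Detection: beta-catenin immunofluorescence imaging with DAPI; Read-out: beta-catenin nuclear/cytoplasmic ratio, % activation.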
Dynein cargo inh = dynein cargo transport inhibition; AID 1381; 3617.4 mouse cells, GR-EGFP nuclear translocation imaging; test concentration mostly 20 µM; stimulated with dexamethasone, 1 µM; active compounds read low; 0.47% of 220,000 active; z-score, hits read low;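 active means plate z-score of nuclear minus cytoplasmic receptor signal below a set negative limit, without overly bright fluorescence or cell loss, cut at about -3.5 in these data, passing the limit was not always enough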;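 further: z-score of nuclear minus cytoplasmic ring GR-EGFP intensity difference per well; some compounds called inactive have numbers as strong as hits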
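Buffer or medium: tetracycline-free induction medium containing charcoal-stripped FBS / Reagent: dexamethasone agonist, 1.0 µM final, for 30 min / Technique: automated 10x imaging of fixed Hoechst-stained cells / Times: induction 48 h, compound 1 h, agonist 30 min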
Insulin prom up = MIN6 insulin promoter up-regulation. MIN6 insulin promoter-GFP reporter, high-content imaging; active compounds read high. z-score at 5 µM. 0.3% of 190,000 active. AID 1625;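 active means z-score above 3 at 5 µM with at least 500 cells counted in the well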
human PMI inhibitors = MPI inhibition at elevated mannose 6-phosphate – biochemical, fluorescence intensity, high mannose 6-phosphate, primary screen (AID 1220). recombinant PMI enzyme, coupled fluorescence intensity; higher % means a stronger effect. inhibition, % at 20 µM, or IC50 in µM where a hit was titrated. 0.66% of 190,000 active
Yfh1-depleted yeast = enhancers of respiration in Yfh1-depleted yeast, dose response, Friedreich's ataxia, plus single-dose screen (AID 1465); one-dose fold induction at 50 µM; EC50 in µM for titrated hits; 0.074% of 220,000 active; S. cerevisiae Yfh1-off respiration, WST-1 reduction, 72 h; higher fold induction means a stronger effect;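 active means fold induction of absorbance versus untreated yeast above a set limit, then at least 30% activation at any dose in follow-up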;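 further: activators that raise dye reduction in frataxin-depleted yeast; strong numbers were not always called active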
human PMI inhibition = MPI enzyme activity inhibition – biochemical, fluorescence intensity, coupled assay, primary screen (AID 1209) | purified PMI enzyme, coupled fluorescence intensity; higher % means a stronger effect | one-dose inhibition, % at 20 µM; IC50 in µM for titrated hits | 0.42% of 190,000 active;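 further: plate controls were DMSO vehicle for no effect and wells lacking substrate for full effect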
WT yeast gro inh = growth inhibition of WT yeast, mitochondrial fusion screen. mitochondrial fusion phenotypic screen, WT strain. inhibition, % at 10 µM. 2.1% of 190,000 active. AID 1362; in the data active means inhibition above about 58%; tested in S. cerevisiae
WT yeast gro inh mutant strain = also measured in WT yeast gro inh; calls as there; inhibition, %; mitochondrial fusion phenotypic screen, mutant strain inhibition
Dynein cargo inh cytoplasmic EGFP = also measured in Dynein cargo inh; calls as there; z-score; measured here: cytoplasmic GR-EGFP intensity; active compounds read high
Dynein cargo inh nuclear GR-EGFP = recorded beside Dynein cargo inh, whose call it bears; z-score; measured here: nuclear GR-EGFP intensity;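 lower value marks the stronger effect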
Dynein cargo inh cell count = second read-out of Dynein cargo inh, no call of its own (marks repeat the call); z-score; measured here: cell count per field
Insulin prom up cell count = second read-out of Insulin prom up, no call of its own (marks repeat the call); cell count; measured here: cytotoxicity, nuclei count;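 total cells summed across four imaged fields per well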
b-catenin transl cell count 5 µM = also measured in b-catenin transl; calls as there; cell count; measured here: cell count, cytotoxicity flag
MT stabilizer Hoechst-high % = further read-out of MT stabilizer, marked with its call; % Hoechst-high responders; measured here: nuclear condensation Hoechst responders;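 share of cells brighter than vehicle mean plus two SD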
MT stabilizer cytotoxicity % = also measured in MT stabilizer; calls as there; toxicity, %; measured here: cytotoxicity by cell density;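 0% = mean cell density of plate MIN control wells and 100% = no cells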
Autophagy mod cell loss 18 h = recorded beside Autophagy mod, whose call it bears; toxicity, %; measured here: cell loss, nuclei count;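 cell loss after 18 h compound exposure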
* hit, by the source's call. Unless noted, no stated cut-off is given here; in the data, active means inhibition above about 50%; inactive means the rest.

How did O=C(OC(C(=O)NCc1ccc2c(c1)OCO2)c1ccc(Cl)cc1)c1ccco1 (stereo unspecified) do in these assays?
Autophagy mod: inactive; MT stabilizer: 1.8; b-catenin transl: 2.0; Dynein cargo inh: -0.25; Insulin prom up: -0.09; human PMI inhibitors: 6%; Yfh1-depleted yeast: inactive; human PMI inhibition: 4%; WT yeast gro inh: 10; WT yeast gro inh mutant strain: -5; Dynein cargo inh cytoplasmic EGFP: -0.21; Dynein cargo inh nuclear GR-EGFP: 0.25; Dynein cargo inh cell count: 0.49; Insulin prom up cell count: 1042; b-catenin transl cell count 5 µM: 1160; MT stabilizer Hoechst-high %: 0.9; MT stabilizer cytotoxicity %: 1.2; Autophagy mod cell loss 18 h: -48

Results for COCCNC(=O)COc1ccc(C)c(C)c1 ?
Autophagy mod: inactive; MT stabilizer: 2.7; b-catenin transl: 1.3; Dynein cargo inh: 2.4; Insulin prom up: 0.14; human PMI inhibitors: -1%; Yfh1-depleted yeast: inactive; human PMI inhibition: 5%; WT yeast gro inh: -7; WT yeast gro inh mutant strain: 73; Dynein cargo inh cytoplasmic EGFP: 0.011; Dynein cargo inh nuclear GR-EGFP: 1.5; Dynein cargo inh cell count: -0.92; Insulin prom up cell count: 1022; b-catenin transl cell count 5 µM: 1162; MT stabilizer Hoechst-high %: 0.9; MT stabilizer cytotoxicity %: 9.5; Autophagy mod cell loss 18 h: -3

How did Nc1c(C(=O)NC2CCCC2)c2nc3ccccc3nc2n1N do in these assays?
Autophagy mod: inactive; MT stabilizer: 3.8; b-catenin transl: -2.0; Dynein cargo inh: -0.6; Insulin prom up: -0.81; human PMI inhibitors: 21%; Yfh1-depleted yeast: inactive; human PMI inhibition: 16%; WT yeast gro inh: -11; WT yeast gro inh mutant strain: -4; Dynein cargo inh cytoplasmic EGFP: -0.32; Dynein cargo inh nuclear GR-EGFP: -0.52; Dynein cargo inh cell count: 1; Insulin prom up cell count: 1315; b-catenin transl cell count 5 µM: 1163; MT stabilizer Hoechst-high %: 2.3; MT stabilizer cytotoxicity %: 5.2; Autophagy mod cell loss 18 h: -11

Results for CC1CCC(NC(=O)c2ccc(CS(=O)(=O)Cc3ccccc3F)o2)CC1 (stereo unspecified) ?
Autophagy mod: inactive; MT stabilizer: 5.0; Dynein cargo inh: -0.16; human PMI inhibitors: 12%; Yfh1-depleted yeast: inactive; human PMI inhibition: 11%; WT yeast gro inh: -10; WT yeast gro inh mutant strain: 5; Dynein cargo inh cytoplasmic EGFP: -0.22; Dynein cargo inh nuclear GR-EGFP: 0.24; Dynein cargo inh cell count: -0.25; MT stabilizer Hoechst-high %: 2.3; MT stabilizer cytotoxicity %: 13; Autophagy mod cell loss 18 h: -15

What do the screens show for `Cc1ccc([N+](=O)[O-])cc1S(=O)(=O)n1ccnc1C`?
Autophagy mod: inactive; MT stabilizer: 1.6; b-catenin transl: -0.3; Dynein cargo inh: 0.027; Insulin prom up: 0.83; Yfh1-depleted yeast: inactive; WT yeast gro inh: 4; WT yeast gro inh mutant strain: 4; Dynein cargo inh cytoplasmic EGFP: -0.14; Dynein cargo inh nuclear GR-EGFP: -0.031; Dynein cargo inh cell count: -0.54; Insulin prom up cell count: 1435; b-catenin transl cell count 5 µM: 1538; MT stabilizer Hoechst-high %: 1.2; MT stabilizer cytotoxicity %: 4.1; Autophagy mod cell loss 18 h: -6

How did CNC(=O)c1[nH]cnc1C(=O)Nc1ccccc1OC do in these assays?
Autophagy mod: inactive; MT stabilizer: 3.8; Dynein cargo inh: 0.33; human PMI inhibitors: 8%; Yfh1-depleted yeast: inactive; human PMI inhibition: 10%; WT yeast gro inh: 6; WT yeast gro inh mutant strain: 6; Dynein cargo inh cytoplasmic EGFP: -0.27; Dynein cargo inh nuclear GR-EGFP: -0.46; Dynein cargo inh cell count: 0.2; MT stabilizer Hoechst-high %: 2.5; MT stabilizer cytotoxicity %: 1.6; Autophagy mod cell loss 18 h: -2

How did N#CC1=C(N)SC(N)=C(C#N)C1c1ccoc1 do in these assays?
Autophagy mod: inactive; MT stabilizer: 3.4; b-catenin transl: 0.8; Dynein cargo inh: 0.2; Insulin prom up: 0.1; human PMI inhibitors: -67%; Yfh1-depleted yeast: inactive; human PMI inhibition: -20%; WT yeast gro inh: -10; WT yeast gro inh mutant strain: 1; Dynein cargo inh cytoplasmic EGFP: 0.098; Dynein cargo inh nuclear GR-EGFP: -0.01; Dynein cargo inh cell count: 1.3; Insulin prom up cell count: 1503; b-catenin transl cell count 5 µM: 918; MT stabilizer Hoechst-high %: 1.8; MT stabilizer cytotoxicity %: 3.1; Autophagy mod cell loss 18 h: -3

How did Cc1ccccc1N1C(S)=C(C#N)C(=O)NC1c1ccco1 (stereo unspecified) do in these assays?
Autophagy mod: inactive; MT stabilizer: 3.2; b-catenin transl: 0.4; Dynein cargo inh: -0.25; Insulin prom up: 0.09; human PMI inhibitors: 40%; Yfh1-depleted yeast: inactive; human PMI inhibition: 12%; WT yeast gro inh: -12; WT yeast gro inh mutant strain: -8; Dynein cargo inh cytoplasmic EGFP: -0.27; Dynein cargo inh nuclear GR-EGFP: -0.66; Dynein cargo inh cell count: -0.49; Insulin prom up cell count: 1382; b-catenin transl cell count 5 µM: 1044; MT stabilizer Hoechst-high %: 2.2; MT stabilizer cytotoxicity %: 0.9; Autophagy mod cell loss 18 h: 0

How did Cn1c(=NC(=O)c2ccccc2[N+](=O)[O-])sc2cccc(F)c21 do in these assays?
b-catenin transl: 0.1; Dynein cargo inh: 1.7; Insulin prom up: 0.26; Yfh1-depleted yeast: inactive; Dynein cargo inh cytoplasmic EGFP: -0.15; Dynein cargo inh nuclear GR-EGFP: 0.78; Dynein cargo inh cell count: -1.6; Insulin prom up cell count: 1065; b-catenin transl cell count 5 µM: 1357

Results for O=C(N/N=C/c1cc([N+](=O)[O-])c(N2CCOCC2)cc1N1CCOCC1)c1cccnc1 ?
Autophagy mod: inactive; MT stabilizer: 2.1; b-catenin transl: -1.6; Dynein cargo inh: -1.3; Insulin prom up: -1.4; human PMI inhibitors: -10%; Yfh1-depleted yeast: inactive; human PMI inhibition: -6%; WT yeast gro inh: 1; WT yeast gro inh mutant strain: 5; Dynein cargo inh cytoplasmic EGFP: -0.28; Dynein cargo inh nuclear GR-EGFP: -0.57; Dynein cargo inh cell count: 1.3; Insulin prom up cell count: 1347; b-catenin transl cell count 5 µM: 1128; MT stabilizer Hoechst-high %: 2.3; MT stabilizer cytotoxicity %: 9.4; Autophagy mod cell loss 18 h: 15

What do the screens show for `O=C(c1ccc(Cl)c(S(=O)(=O)N2CCCC2)c1)N1CCN(c2ccccc2F)CC1`?
Autophagy mod: inactive; MT stabilizer: 3.3; b-catenin transl: 1.6; Dynein cargo inh: -1; Insulin prom up: -0.49; human PMI inhibitors: 14%; Yfh1-depleted yeast: inactive; human PMI inhibition: 12%; WT yeast gro inh: 16; WT yeast gro inh mutant strain: 8; Dynein cargo inh cytoplasmic EGFP: -0.23; Dynein cargo inh nuclear GR-EGFP: -0.44; Dynein cargo inh cell count: 0.53; Insulin prom up cell count: 1640; b-catenin transl cell count 5 µM: 941; MT stabilizer Hoechst-high %: 2.4; MT stabilizer cytotoxicity %: 8.9; Autophagy mod cell loss 18 h: 17

How did O=C(O)Cc1cn(-c2ccccc2)nc1-c1ccccc1 do in these assays?
Autophagy mod: inactive; MT stabilizer: 7.9; b-catenin transl: -1.5; Dynein cargo inh: -0.76; Insulin prom up: 0.12; human PMI inhibitors: -6%; Yfh1-depleted yeast: inactive; human PMI inhibition: -4%; WT yeast gro inh: -21; WT yeast gro inh mutant strain: 8; Dynein cargo inh cytoplasmic EGFP: -0.29; Dynein cargo inh nuclear GR-EGFP: -0.14; Dynein cargo inh cell count: 0.18; Insulin prom up cell count: 1228; b-catenin transl cell count 5 µM: 1124; MT stabilizer Hoechst-high %: 1.5; MT stabilizer cytotoxicity %: 8.3; Autophagy mod cell loss 18 h: -6

Results for CCOC(=O)C1(CC)CC(CSc2nc3ccccc3[nH]2)OC1=O (stereo unspecified) ?
Autophagy mod: inactive; MT stabilizer: 5.3; b-catenin transl: -5.3; Dynein cargo inh: -0.77; Insulin prom up: 0.36; human PMI inhibitors: -12%; Yfh1-depleted yeast: inactive; human PMI inhibition: -2%; WT yeast gro inh: 6; WT yeast gro inh mutant strain: 10; Dynein cargo inh cytoplasmic EGFP: -0.22; Dynein cargo inh nuclear GR-EGFP: -0.15; Dynein cargo inh cell count: 0.2; Insulin prom up cell count: 956; b-catenin transl cell count 5 µM: 1187; MT stabilizer Hoechst-high %: 2.9; MT stabilizer cytotoxicity %: 4.4; Autophagy mod cell loss 18 h: -6

How did OC1CC(c2ccco2)NC2(CCCCC2)C1 (stereo unspecified) do in these assays?
Autophagy mod: inactive; MT stabilizer: 3.5; b-catenin transl: -0.8; Dynein cargo inh: 2.5; Insulin prom up: -0.1; human PMI inhibitors: -6%; Yfh1-depleted yeast: inactive; human PMI inhibition: 0%; WT yeast gro inh: 6; WT yeast gro inh mutant strain: 9; Dynein cargo inh cytoplasmic EGFP: -0.051; Dynein cargo inh nuclear GR-EGFP: 2; Dynein cargo inh cell count: -1.9; Insulin prom up cell count: 1560; b-catenin transl cell count 5 µM: 1051; MT stabilizer Hoechst-high %: 1.8; MT stabilizer cytotoxicity %: 13; Autophagy mod cell loss 18 h: -13

From PubChem
